DAX1 inh-1 = inhibits human nuclear receptor DAX1. HEK293 Gal4-DAX1 luciferase reporter, luminescence. AID 504766. 340,000 tested, 0.99% active. inhibition, % at 6.75 µM. P51843;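 active = inhibition above the mean over all tested compounds plus 3 SD, cut at about 4.2% in these data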;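 also: 0% = DAX1-transfected cells with DMSO and 100% = empty-vector control cells with DMSO; inhibition shows as a rise in luminescence from relieved DAX1 repression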
Target sequence (P51843 207-470 limits assumed): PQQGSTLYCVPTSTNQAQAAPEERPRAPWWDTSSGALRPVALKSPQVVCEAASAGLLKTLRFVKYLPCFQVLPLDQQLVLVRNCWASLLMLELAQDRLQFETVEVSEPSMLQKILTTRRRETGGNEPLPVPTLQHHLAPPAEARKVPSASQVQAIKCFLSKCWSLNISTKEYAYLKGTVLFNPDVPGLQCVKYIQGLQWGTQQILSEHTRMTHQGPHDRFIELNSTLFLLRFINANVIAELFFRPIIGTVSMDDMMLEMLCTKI
ADAM10 inh = inhibitors of human ADAM10; O14672; recombinant ADAM10, EDANS/DABCYL FRET peptide cleavage, 3 h; AID 720582; inhibition, % at 7 µM; 370,000 tested, 0.62% active;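 active = inhibition above a per-campaign cutoff equal to the mean of compounds falling between control-based bounds plus 3 SD, cut at about 20% in these data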;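 also: 0% = DMSO wells while the 100% control is not disclosed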
Target sequence (O14672 214-748 limits assumed): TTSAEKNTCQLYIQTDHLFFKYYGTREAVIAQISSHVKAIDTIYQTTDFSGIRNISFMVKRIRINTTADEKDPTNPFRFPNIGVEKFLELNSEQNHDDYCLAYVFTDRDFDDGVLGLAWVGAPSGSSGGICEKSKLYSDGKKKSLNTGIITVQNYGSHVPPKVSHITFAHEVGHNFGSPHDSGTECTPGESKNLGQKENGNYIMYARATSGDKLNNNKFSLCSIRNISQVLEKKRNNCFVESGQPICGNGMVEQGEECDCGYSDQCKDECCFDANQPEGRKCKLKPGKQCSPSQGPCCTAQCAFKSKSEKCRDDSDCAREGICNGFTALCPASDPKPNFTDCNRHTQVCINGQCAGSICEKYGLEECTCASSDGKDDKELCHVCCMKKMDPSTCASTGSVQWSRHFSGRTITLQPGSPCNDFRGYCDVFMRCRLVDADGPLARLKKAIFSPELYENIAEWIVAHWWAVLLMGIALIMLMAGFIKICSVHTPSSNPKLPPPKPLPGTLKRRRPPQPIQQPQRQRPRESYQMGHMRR
NPR1 activator = GC-A (human) enzyme activation; P16066; HEK293 GC-A cells, cGMP TR-FRET, EC30 ANP; 0% at EC30 ANP, 100% saturating ANP; activation, % at 10 µM; 370,000 tested, 0.14% active; in the data active = activation above about 40%
SMARCA2 activ = SMARCA2 function activation, primary screen; activation, % at 9.1 µM; MG213 cells, MMTV-luciferase reporter, dexamethasone, overnight; 370,000 tested, 1% active; in the data active = activation above about 7.8%;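 also: 0% = vehicle wells and 100% = reference activator wells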
hcDAF12 agonist = activators of H. contortus DAF-12 nuclear receptor. activation, % at 6.8 µM. HEK293 hcDAF-12 lit1-tk-luc reporter, luminescence; 0% DMSO, 100% Δ7-dafachronic acid. 370,000 tested, 1.4% active;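 active = activation above the mean of all tested compounds plus 3 SD, cut at about 5.5% in these data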;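 also: 100% = response to 3 µM Δ7-dafachronic acid high control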
ssDAF12 agonist = S. stercoralis DAF-12 activation, primary screen; activation, % at 6.8 µM; HEK293 ssDAF-12/GRIP1 lit1-tk-luc reporter, luminescence; % of 3 µM dafachronic acid response; 370,000 tested, 1% active;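 active = activation above the mean over all tested compounds plus 3 SD, cut at about 0.9% in these data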;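 also: 0% = DMSO-only wells and 100% = 3 µM delta7-dafachronic acid wells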
hgDAF-12 ag = hgDAF-12 agonism, primary luciferase screen; AID 687014; 370,000 tested, 1.8% active; activation, % at 6.8 µM; HEK293 GAL4-hgDAF12 UAS-luciferase reporter, agonist luminescence; normalized to butyrate control;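 active = activation above a cutoff set at the mean of all screened compounds plus 3 SD, cut at about 10% in these data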;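 also: 0% = DMSO wells and 100% = sodium butyrate wells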
DAX1 inh-2 = DAX1 (NR0B1) inhibition, primary screen. HEK293T StAR-luciferase reporter, SF-1/DAX-1 repression relief. AID 652010. 370,000 tested, 1.1% active. inhibition, % at 6.8 µM;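 active = inhibition above the mean over all tested compounds plus 3 SD, cut at about 3.6% in these data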;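 also: 0% = DAX-1 cells with DMSO and 100% = cells lacking DAX-1 with DMSO; higher inhibition means more luminescence from relief of DAX-1 repression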
GAA850 FXN act = activators of GAA850 frataxin (FXN) promoter; HEK293 lucGAA850 FXN promoter luciferase reporter, 24 h; percent of 10 µM SAHA response; activation, % at 6 µM; 360,000 tested, 0.56% active; AID 540364;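 active = activation above the average of all compounds screened plus 3 SD, cutoff fixed separately per campaign, cut at about 7.5% in these data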;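 also: 0% = DMSO wells and 100% = 10 µM SAHA wells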
NPR2 activator = GC-B (human) receptor activation. P20594. HEK293-GC-B cells, CNP EC30, cGMP TR-FRET; 0% at EC30 CNP, 100% saturating CNP. activation, % at 10 µM. 370,000 tested, 0.11% active;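 active = activation at 10 µM reaching about 35% in either raw or pattern-adjusted values, limit read from the data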
HGIII-sPLA2 inh = Blocks human group III sPLA2 activity; Q9NZ20; QFRET BODIPY PC-A2 liposome hydrolysis, fluorescence; inhibition, % at 12.2 µM; 370,000 tested, 0.56% active; AID 743126;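 active = inhibition above mean plus 3 SD of compounds lying within the high and low control bounds, cut at about 19% in these data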;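 also: 0% = median of test compound wells and 100% = no enzyme DMSO wells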
The depositor's hits bear a star; i = inactive; nt = no result given; & = joins results of further samples.

SMILES	DAX1 inh-1	ADAM10 inh	NPR1 activator	SMARCA2 activ	hcDAF12 agonist	ssDAF12 agonist	hgDAF-12 ag	DAX1 inh-2	GAA850 FXN act	NPR2 activator	HGIII-sPLA2 inh
O=C(NCCc1ccccc1)/C(=C\c1ccc([N+](=O)[O-])cc1)NC(=O)c1ccccc1	-0.5	5	-5	-4	-0.9	-0.5	3.5	-1.0	-0.1	-8	1
O=C1NCC(c2ccccc2)C1C(=O)N/N=C\c1ccc(-c2ccc(Cl)c(Cl)c2)o1 (centres undefined)	-0.2	-20	2	0	-0.1	-1.6	0.2	1.2	2.0	-5	-14
Cc1onc(-c2ccccc2)c1C(=O)OCC(=O)N1CCN(c2ccccc2)CC1	-1.3	-2	-3	-3	-1.7	-1.2	-1.5	-1.4	-0.2	7	1
CC1(C)SC(=S)N(NC(=O)Nc2ccccc2)C1N(O)C(=O)Nc1ccccc1 (centres undefined)	2.1	8	-3	-4	-1.1	-1.2	-2.0	-0.3	-5.0	-2	-44
O=C(CN(CCc1ccccc1)S(=O)(=O)c1cccs1)N1CCOCC1	nt	-4	-4	-2	0.1	-1.2	1.8	-0.4	nt	0	3
Nc1nccc(/C=C/c2ccc(Cl)cc2)n1	1.8	-355	10	6	2.3	-0.5	9.1	1.1	5.8	-5	1
NC(=O)c1ccc(NC(=O)c2cnc3ccccc3n2)cc1	2.5	-5	-1	0	5.1	-0.1	6.2	0.4	5.1	1	11
CCN(C(=O)COC(=O)C12CC3CC(CC(NC(C)=O)(C3)C1)C2)C1CCCCC1	-2.1	-5	2	-2	-2.6	-0.8	-2.7	-1.1	0.5	-2	13
O=C(CNC(=O)OCc1ccccc1)Nc1ccc(F)cc1	0.1	0	1	-3	-0.2	-1.8	0.6	-0.8	-0.9	3	2
Cc1ccc(-c2noc(CN(C(=O)CCCN3C(=O)c4ccccc4C3=O)C(C)C)n2)cc1	-1.5	0	2	-1	-1.8	-1.2	-1.3	-0.9	-1.2	5	-14
Cc1ccc(C(=O)NNC(=O)c2ccc(C)cc2)cc1	1.1	-2	1	3	-1.5	-1.0	-0.8	-0.1	2.0	-1	4
O=C(O)c1ccc(N/N=C/c2c[nH]c3ccccc23)cc1	-4.7	-20	-4	-2	5.8*	-0.1	-0.3	0.1	-5.5	-2	0
N=C1C(c2ccccc2)=C(O)CN1NC(=O)c1ccccc1	0.1	-5	-1	-3	0.0	-0.4	-0.6	-0.7	2.2	6	9
O=C(Cn1c(=O)cnc2ccccc21)NCC(=O)Nc1ccc(F)c(F)c1	-0.2	-2	-1	-2	-0.3	-0.4	7.0	-1.6	-0.5	-2	0
Cc1csc(NS(=O)(=O)c2cccc([N+](=O)[O-])c2)n1	6.1*	-4	1	-2	-0.4	-0.8	-2.0	0.6	-2.0	-2	-2
CC(C)(C)c1ccc(-c2nc(C#N)c(N3CCC(C(N)=O)CC3)o2)cc1	2.2	i	1	-2	-3.0	-1.7	-0.5	-0.6	2.3	-4	-5
CCOc1ccc(N2C(=O)CC(N(CCc3ccc(OC)cc3)C(=O)c3cccc(F)c3)C2=O)cc1 (centres undefined)	0.2	3	3	-1	1.0	-0.5	-2.2	0.4	-2.2	6	-11
CCOc1ccc(S(=O)(=O)Nc2cccc(C(=O)N(C)Cc3cccc(OC)c3OC)c2)cc1	-0.5	6	2	0	-1.1	-0.7	-1.6	-0.7	1.5	2	-12
O=C(COc1ccccc1Cl)c1ccc[nH]1	0.0	0	1	5	-0.5	-1.1	10	-0.1	1.5	4	-2
O=C(NC1CCCCC1)c1ccccc1NC(=S)NC(=O)C1CCC1	0.6	-51	0	-2	-1.7	-0.8	2.1	0.2	2.3	3	14
C=CCNC(=S)N1CCN(c2ccccc2Cl)CC1	-0.3	3	2	-1	-0.3	-0.9	-0.8	-0.3	-0.2	-1	6
COc1ccc(N2CCN(C(=O)c3ccc(S(=O)(=O)N4CCCCCC4)cc3)CC2)cc1	-0.7	-5	4	0	0.1	-0.2	-1.4	0.2	0.9	3	3
COc1ccc(CN2CCC(C(=O)c3ccc(F)cc3)CC2)cc1	-1.3	0	0	-2	1.1	-1.3	0.2	0.1	0.6	1	-5
Cc1ccc(C(=O)NNC(=O)c2cc(OCC(F)(F)F)ccc2OCC(F)(F)F)cc1	-0.4	-3	-2	0	-0.5	-2.1	-1.3	-1.2	-2.6	3	-5
Cn1c(=O)c2cc(S(=O)(=O)NC(C(=O)NC3CCCCC3)c3ccccc3)ccc2n(C)c1=O (centres undefined)	0.7	-3	0	6	0.6	-1.3	-2.9	-0.1	0.2	0	1
CC(C)CC(=O)N[C@H](C(=O)N[C@H](C(=O)N[C@@H](CC(C)C)[C@@H](O)CC(=O)N[C@@H](C)C(=O)N[C@@H](CC(C)C)[C@@H](O)CC(=O)O)C(C)C)C(C)C	1.2	-8&1	1&3	-4&-5	0.6&1.8	-0.2&-0.9	-0.4&-1.1	0.0&-0.1	1.8&3.0	1&-4	-3&1
C/C(=N\Nc1nc(N)cc(Cl)n1)c1ccc(Cl)c(Cl)c1	3.1	-3	nt	1	1.6	-2.0	6.0	-0.5	0.3	nt	-3
CCCCn1c(N)c(NCCC(C)C)c(=O)[nH]c1=O	-0.7	-172	-4	-2	1.8	-1.1	3.5	-0.2	1.2	2	-5
O=C(Nc1c(-c2ccc3c(c2)OCO3)[nH][nH]c1=O)c1ccccc1	nt	-146	1	4	-1.5	-0.5	-1.7	-2.0	nt	1	4
C[C@@H](CO)NC(=O)c1ccc2c3n(nc2c1)-c1ccc(Cl)cc1CO3	1.1	-94	9	5	2.1	0.0	7.2	2.9	3.9	4	1
CCN1C(=O)C2(C(C(=O)c3ccc(C)o3)=C(O)C(=O)N2CCCN2CCOCC2)c2ccccc21 (centres undefined)	-1.1	-3	5	-3	0.5	-0.8	-1.0	-0.1	0.5	-3	0
Cc1nn(C)cc1NC(=O)C[C@H]1CC[C@H]2[C@@H](COc3ccc(NC(=O)Nc4ccccc4)cc3C(=O)N2C)O1	nt	11	1	-2	2.4	0.0	0.9	0.6	nt	1	-27
Cc1ccc(NS(=O)(=O)c2cc(C(=O)Nc3cccc([N+](=O)[O-])c3)ccc2C)cc1	-0.7	-4	-18	0	-1.8	-1.6	6.1	0.3	1.1	-4	1
COc1ccc(CN2C(=O)C(CC(=O)NC3CC3)CC(C(=O)N3CCOCC3)=C2C)cc1 (centres undefined)	nt	2	-2	6	-1.4	-1.2	-1.9	0.8	nt	-1	6
CN(C)c1ccc(C=NN2C(=O)CSC2=S)c(Cl)c1	-0.5	-74	-3	-6	-0.6	-0.8	-2.1	0.5	-2.1	2	-13
COc1cc(OC)cc(C(=O)N2CCN(c3ncccn3)CC2)c1	-0.6	-11	2	5	-0.3	-0.8	-0.5	-0.3	1.1	2	2

Entries listed above that bear a hit mark in hcDAF12 agonist:
molecule	DAX1 inh-1	ADAM10 inh	NPR1 activator	SMARCA2 activ	hcDAF12 agonist	ssDAF12 agonist	DAX1 inh-2	NPR2 activator	HGIII-sPLA2 inh
O=C(O)c1ccc(N/N=C/c2c[nH]c3ccccc23)cc1	-4.7	-20	-4	-2	5.8*	-0.1	0.1	-2	0

Two compounds drawn at random from the list so far, as already listed:
SMILES	DAX1 inh-1	ADAM10 inh	NPR1 activator	SMARCA2 activ	hcDAF12 agonist	ssDAF12 agonist	hgDAF-12 ag	DAX1 inh-2	GAA850 FXN act	NPR2 activator	HGIII-sPLA2 inh
O=C(Nc1c(-c2ccc3c(c2)OCO3)[nH][nH]c1=O)c1ccccc1	nt	-146	1	4	-1.5	-0.5	-1.7	-2.0	nt	1	4
CN(C)c1ccc(C=NN2C(=O)CSC2=S)c(Cl)c1	-0.5	-74	-3	-6	-0.6	-0.8	-2.1	0.5	-2.1	2	-13

Next part.
SMILES	DAX1 inh-1	ADAM10 inh	NPR1 activator	SMARCA2 activ	hcDAF12 agonist	ssDAF12 agonist	hgDAF-12 ag	DAX1 inh-2	GAA850 FXN act	NPR2 activator	HGIII-sPLA2 inh
Nc1c(N(CCC2=CCCCC2)C(=O)Cc2ccccc2F)c(=O)[nH]c(=O)n1Cc1ccccc1	-1.1	-43	-1	-1	-0.9	-1.0	-2.4	-0.8	-1.4	1	5
COC(=O)/C=C/c1ccc(-n2cncn2)cc1	0.0	8	0	7.8*	-0.6	-0.8	4.0	-0.3	0.7	1	-4
C[C@@H]1CN([C@@H](C)CO)S(=O)(=O)c2ccc(Br)cc2O[C@H]1CN(C)C(=O)c1ccccc1	0.2	-8	-8	-3	-0.5	-1.0	2.3	-1.0	-1.6	-3	-2
COc1ccc(C(=O)NC(C)CCc2ccccc2)c(O)c1 (centres undefined)	0.3	10	2	0	-1.9	-0.5	2.3	0.0	2.8	4	-19
CCN(CC)S(=O)(=O)c1ccc(C(=O)NCCN2C(=O)S/C(=C\c3cccnc3)C2=O)cc1	0.6	-4	-3	-2	0.3	-1.4	-0.3	-0.5	0.9	1	5
CCCC(=O)NC(c1ccco1)c1cc(Cl)c2cccnc2c1O (centres undefined)	-0.1	7	3	0	-0.4	-1.7	-1.2	-0.9	-4.6	5	13
COc1ccc(N2C[C@H](CSC)[C@@H](CC(=O)Nc3ccc(Br)cc3)C2=O)cc1	1.0	12	-2	-3	-1.1	-1.5	-2.1	-1.4	-0.6	-3	-11
Cc1ccc(C)c(Sc2ccc(NC(=O)CCl)cc2)c1	nt	2	0	-2	-0.5	-1.4	2.8	-1.4	nt	1	0
CCCCc1nc2n[nH]c(N)c2c2c1CCC2	-0.2	2	-1	1	-1.0	-0.8	-3.1	-0.9	5.4	-9	2
CC(=O)C1C(c2ccc(OC(F)F)cc2)NC(=O)NC1(O)C(F)(F)F (centres undefined)	0.4	-12	1	-1	-0.7	-0.9	-0.2	0.4	0.2	7	-5
CC(C)c1nccn1S(=O)(=O)c1cc([N+](=O)[O-])ccc1Cl	-0.9	-1	2	-5	1.4	-1.1	-3.0	-0.6	3.9	5	5
COc1cc(CCC(=O)Nc2ccncc2Cl)cc(OC)c1OC	0.3	-4	1	0	1.4	-1.3	-0.1	1.9	0.2	-7	-3
CC(C)C[C@H](NC(=O)OC(C)(C)C)C(=O)N[C@@H](CO)[C@H](O)[C@@H]1C[C@@H]1C(=O)N1CCCC1	1.2	-3	3	2	-0.9	-1.1	-1.8	0.3	0.2	1	2
CC(=O)N1CCc2cc(S(=O)(=O)NCCC(=O)NC3CCCCCC3)ccc21	-0.6	10	-2	-2	-0.9	-0.8	0.1	-1.9	-0.1	-2	5
CC(C)(C)NC(=O)C(c1ccncc1)N(C(=O)Cn1nnc(-c2cccs2)n1)C1CCCCC1 (centres undefined)	-0.1	6	3	-3	-1.9	-1.2	0.6	0.0	-0.6	1	-8
COc1ccc(C)cc1NC(=O)CSc1nc(=O)n(CCCN2CCOCC2)c2c1CCCC2	1.0	-10	0	-2	-1.4	-0.8	0.0	-1.5	-0.9	-3	9

From PubChem
